DDE Tn6 FP inh: inhibitors of Tn6 peptide binding to human fibrin DD(E) | P02675 | Fibrin DD(E) TRITC-Tn6 fluorescence polarization displacement | inhibition, % at 8.3 µM | actives 0.21% (n = 370,000) | AID 720509;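 active means inhibition above a per-campaign cutoff: mean of compounds within control limits plus 3 SD, cut at about 15% in these data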;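 further: 0% = median of all compound wells on the plate and 100% = blocking peptide control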
ARFGAP1 inhibitor: inhibitors of rat ARFGAP1. Arfgap1-stimulated ARF1 GTP hydrolysis, GDP FP detection. inhibition, % at 16.5 µM. actives 0.26% (n = 360,000);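 active means inhibition above a per-plate limit, mean inhibition of low control wells plus 3 SD, cut at about 25% in these data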;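 further: 0% = DMSO wells with enzyme and 100% = wells lacking Arfgap1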
Target sequence (Q62848 1-136 limits assumed): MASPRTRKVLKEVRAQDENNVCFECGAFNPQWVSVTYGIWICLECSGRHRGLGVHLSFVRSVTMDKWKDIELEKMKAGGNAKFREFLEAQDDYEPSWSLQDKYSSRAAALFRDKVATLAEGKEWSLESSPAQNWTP
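Replicates: Single well per compound | Assay system: Truncated rat Arfgap1 GAP domain | Control set: No-Arfgap1 wells (100%) versus DMSO full-reaction wells (0%) | Times: Enzyme reaction 120 min at 25 °C after 20 min preincubation | Reagent: Human ARF1(Δ1-17)-GTP substrate | Measured by: Tracer-displacement fluorescence polarization with EDTA stop, 620/688 nm | Measure: Percent inhibition of Arfgap1-stimulated GTP hydrolysis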
Rev-erbA mod: modulators of human Rev-erb alpha DNA binding; P20393; Rev-erbα–FITC-DNA binding, fluorescence polarization, 90 min; activity, % at 10 µM; actives 0.79% (n = 370,000);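 active means activity above about 14%, limit read from the data; passing the limit was not always enough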;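 further: 0% = DMSO wells with 35 nM protein and 100% = DMSO wells with 750 nM protein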
HGIII-sPLA2 inh: Blocks human group III sPLA2 activity; Q9NZ20; QFRET BODIPY PC-A2 liposome hydrolysis, fluorescence; inhibition, % at 12.2 µM; actives 0.56% (n = 370,000); AID 743126;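 active means inhibition above mean plus 3 SD of compounds lying within the high and low control bounds, cut at about 19% in these data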;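 further: 0% = median of test compound wells and 100% = no enzyme DMSO wells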
Target sequence (Q9NZ20 whole entry, looked up): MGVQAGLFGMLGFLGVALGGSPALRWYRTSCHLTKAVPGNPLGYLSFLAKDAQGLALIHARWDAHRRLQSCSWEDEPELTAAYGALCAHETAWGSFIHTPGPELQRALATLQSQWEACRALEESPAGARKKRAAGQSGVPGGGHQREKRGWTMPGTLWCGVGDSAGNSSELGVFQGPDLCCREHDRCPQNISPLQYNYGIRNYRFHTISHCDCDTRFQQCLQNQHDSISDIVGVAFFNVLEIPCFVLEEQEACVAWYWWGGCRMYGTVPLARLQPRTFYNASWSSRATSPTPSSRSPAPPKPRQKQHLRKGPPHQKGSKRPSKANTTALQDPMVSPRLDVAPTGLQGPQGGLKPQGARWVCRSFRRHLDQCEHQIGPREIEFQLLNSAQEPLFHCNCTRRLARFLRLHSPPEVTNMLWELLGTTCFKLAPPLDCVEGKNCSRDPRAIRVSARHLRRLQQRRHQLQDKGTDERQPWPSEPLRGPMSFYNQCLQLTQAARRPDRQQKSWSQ
DDE Tn7 FP inh: DD(E)-Tn7 binding inhibition, primary FP screen. actives 0.13% (n = 370,000). P02675. inhibition, % at 8.3 µM. AID 720508. FP displacement of FITC-Tn7 peptide from fibrin DD(E); 0% = median of compound wells per plate;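 active means inhibition above the mean of compounds falling within the control limits plus 3 SD of them, cut at about 14% in these data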;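 further: 0% = plate median of compound wells and 100% = 10 µM Aha-Tn7 peptide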
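Also added: labelled Tn7 tracer, 0.1 µM; Assay system: human fibrin DD(E) protein; Amount: 2 µM fibrin DD(E); Schedule: 10 min compound pre-incubation, 3 h probe incubation at room temperature; Repeats: one replicate per compound; Read-out basis: percent inhibition; Measured by: fluorescence polarization of the labelled Tn7 tracer.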
UHRF1 binding: human UHRF1 methylated DNA binding inhibitors | Q96T88 | UHRF1 binding to methylated oligo, TR-FRET | inhibition, % at 4.4 µM | actives 0.75% (n = 370,000) | AID 687016; in the data active means inhibition above about 21%;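 further: UHRF1 SRA domain binding a hemimethylated CpG hairpin DNA probe; 0% = median of test compound wells and 100% = reference inhibitor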
ASAP1 inh: blocks human ASAP1-stimulated Arf1 GTP hydrolysis. actives 0.19% (n = 360,000). inhibition, % at 16.5 µM. Q9ULH1. GDP FP detection; in the data active means inhibition above about 25%;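 further: 0% = vehicle with enzyme and substrate and 100% = no enzyme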
Target sequence (Q9ULH1 325-724 limits assumed): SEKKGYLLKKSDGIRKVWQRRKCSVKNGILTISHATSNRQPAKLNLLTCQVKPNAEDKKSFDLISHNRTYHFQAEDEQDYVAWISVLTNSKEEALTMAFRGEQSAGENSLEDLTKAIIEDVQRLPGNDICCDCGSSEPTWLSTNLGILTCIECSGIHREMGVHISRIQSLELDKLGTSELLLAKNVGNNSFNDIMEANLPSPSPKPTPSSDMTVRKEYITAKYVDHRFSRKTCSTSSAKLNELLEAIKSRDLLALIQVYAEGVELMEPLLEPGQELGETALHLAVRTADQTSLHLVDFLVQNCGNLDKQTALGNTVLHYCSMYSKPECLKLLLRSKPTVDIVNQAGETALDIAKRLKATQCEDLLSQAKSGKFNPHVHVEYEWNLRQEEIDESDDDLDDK
proKLK7 act: proKLK7 (human) activation, primary screen | P49862 | purified proKLK7, EDANS-DABCYL substrate fluorescence; 100% is mature enzyme control, 0% vehicle | activation, % at 7 µM | actives 0.9% (n = 370,000) | AID 652039;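 active means activation above the mean of all tested compounds plus 3 SD, computed per campaign excluding outliers beyond control limits, cut at about 13% in these data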
PLC-gamma1 inh: inhibitors of human phospholipase C gamma1; inhibition, % at 12.2 µM; actives 0.84% (n = 370,000); purified PLC-gamma1, fluorogenic substrate, fluorescence; P19174; in the data active means inhibition above about 9.5%
PLC-beta3 inh: blocks human PLC-beta3 enzyme activity; Q01970; Purified PLC-beta3, fluorogenic substrate, fluorescence; actives 0.18% (n = 370,000); inhibition, % at 12.2 µM; in the data active means inhibition above about 11%;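 further: 0% = median of compound wells on plate and 100% = full blocker control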
* = called active by the depositor; i = inactive; nt = no result given.

SMILES	DDE Tn6 FP inh	ARFGAP1 inhibitor	Rev-erbA mod	HGIII-sPLA2 inh	DDE Tn7 FP inh	UHRF1 binding	ASAP1 inh	proKLK7 act	PLC-gamma1 inh	PLC-beta3 inh
COc1ccc(NC(=O)CNCc2ccc(Cl)cc2)cc1S(=O)(=O)N1CCOCC1	-3	0	-1	2	-4	1	-11	0.5	0	2
COC(=O)c1ccc(C)c(NC(=O)CCCN2C(=O)NC(C)(C)C2=O)c1	3	1	-7	15	-1	0	-1	-0.4	0	-8
O=C(CN1C(=O)NC2(CCCC2)C1=O)NNC(=O)c1ccccc1F	3	5	5	-6	-6	1	7	0.2	5	-4
O=C(NC(=S)NC1CCCCC1)c1ccccc1	4	-8	0	8	6	2	-11	-0.2	5	-4
O=C(NCc1ccco1)c1ccc(Cl)c(S(=O)(=O)N2CCOCC2)c1	3	-1	4	-5	5	0	-3	0.3	2	0
CN(Cc1c(C(=O)N/N=C/c2cc(F)ccc2F)nnn1-c1nonc1N)C1CCCCC1	-1	6	3	2	-3	0	3	0.6	1	-4
CCOC(=O)c1ccc2c(c1)sc(=NC(=O)c1ccco1)n2CCOC	6	-4	35*	2	-3	-2	3	-1.2	-27	-30
CSCCC(NC(=O)c1ccc(Cl)cc1Cl)C(=O)NNC(=O)c1ccncc1 (centres undefined)	1	2	6	2	-5	-2	-5	0.2	-3	-1
CCN1C(=O)N[C@@H](c2cccc(C(F)(F)F)c2)C(C(=O)OC)=C1C	-5	4	-4	-5	-10	0	14	0.1	1	2
CSc1nnc(C(C)(C)C)c(=O)n1/N=C/c1c(O)ccc2ccccc12	2	-3	1	-8	6	1	7	0.3	-5	-7
Clc1ccc(Cc2ccc(SCc3ccccc3)nn2)c(Cl)c1	-11	-6	-1	-3	-12	2	2	0.5	1	0
CCOc1ccc2[nH]c3c(NCCC(C)C)ncnc3c2c1	-2	5	-2	-20	1	-4	12	-8.7	-188	-266
CC(=O)Nc1ccc(NS(=O)(=O)c2ccc3ccccc3c2)cc1	-1	-7	3	-15	1	-1	5	-0.4	2	1
COc1ccccc1OCC(=O)NNC(=O)c1ccc2c(=O)n3c(nc2c1)CCC3	-5	-5	0	6	3	6	-12	-0.4	2	-1
COc1ccccc1CC(=O)NN1C(=O)NC2(CCC(C)CC2)C1=O (centres undefined)	3	3	0	-9	-3	-1	-11	0.1	0	-4
O=C(CCSc1ccccc1)Nc1ccccc1Br	3	0	1	2	7	26*	-4	0.3	0	-4
Cc1cc(C)c2c(CN3CCOCC3)cc(=O)oc2c1	-2	10	1	2	-6	0	10	0.1	-2	-9
N#Cc1nc(COc2ccccc2Cl)oc1NCc1ccco1	-11	12	4	-7	-5	9	0	0.1	-6	-8
COc1ccc(C(=O)Oc2cc(C)c(CN3CCOCC3)cc2C)cc1OC	4	-2	8	3	-7	1	18	-0.3	0	-3
Cc1ccccc1OCC(=O)Nc1ccc(NC(=O)c2ccco2)cc1	-2	0	0	-2	6	-2	0	-0.7	2	-3
Nc1c(N)c2ccccc2oc1=O	-7	-6	1	0	0	-1	-5	-0.8	-16	-22
Cc1noc(C)c1C(=O)N1CCC1(C)C(=O)NS(=O)(=O)c1ccc(Br)cc1 (centres undefined)	9	-3	-4	3	6	2	-9	0.2	1	0
Cc1ccc(-c2cc(Cc3ccc(N(C)C)cc3)c(=O)[nH]n2)cc1	-1	2	-2	13	-9	0	17	0.1	-10	-15
Cc1cc(=O)[nH]c(SCc2nnnn2-c2ccc(Cl)cc2)n1	-9	-7	2	12	-4	-1	4	0.2	-1	-1
Cc1ccc(OC(=O)COc2ccccc2C)cc1	4	-1	0	-3	0	0	17	-1.0	4	1

By substructure, the compounds so far containing bromine.
SMILES	DDE Tn6 FP inh	ARFGAP1 inhibitor	Rev-erbA mod	HGIII-sPLA2 inh	DDE Tn7 FP inh	UHRF1 binding	ASAP1 inh	proKLK7 act	PLC-gamma1 inh	PLC-beta3 inh
O=C(CCSc1ccccc1)Nc1ccccc1Br	3	0	1	2	7	26*	-4	0.3	0	-4
Cc1noc(C)c1C(=O)N1CCC1(C)C(=O)NS(=O)(=O)c1ccc(Br)cc1 (centres undefined)	9	-3	-4	3	6	2	-9	0.2	1	0

Further compounds
SMILES	DDE Tn6 FP inh	ARFGAP1 inhibitor	Rev-erbA mod	HGIII-sPLA2 inh	DDE Tn7 FP inh	UHRF1 binding	ASAP1 inh	proKLK7 act	PLC-gamma1 inh	PLC-beta3 inh
O=C(c1ccc(Cl)nc1)N1CCN(S(=O)(=O)c2ccc(Cl)cc2)CC1	-1	-2	-9	0	2	0	7	0.3	1	-5
O=C(CCC(=O)N(CC(=O)NC1CCCCC1)c1ccc(F)cc1)Nc1ccccn1	-4	4	2	3	-1	-3	-17	0.1	3	-6
O=C(c1ccccc1)N1CCN(c2ccccc2)CC1	10	-5	-3	1	4	0	4	0.4	1	2
O=C1CC(=O)Nc2cc(S(=O)(=O)N3CCN(c4ccc([N+](=O)[O-])cc4)CC3)ccc2N1	10	-9	-2	-5	-3	10	-5	-0.8	2	-2
COc1cc(/C=N\Nc2cc(=O)n(C)c(=O)n2C)ccc1O	-7	11	-2	-3	-3	3	-2	-1.6	-52	-58
COc1ccc(OC)c(NC(=O)CSc2nnc(CNc3ccc(F)cc3)o2)c1	3	-3	0	-10	-7	1	3	-0.4	5	3
Cc1cc2oc(C(=O)Nc3c(C)n(C)n(-c4ccccc4)c3=O)c(C)c2cc1Cl	4	-6	-1	3	1	-3	7	-0.5	1	-3
CN(CC(=O)NCc1ccco1)CC(=O)Nc1ccc(F)c(F)c1F	4	0	7	-3	-2	0	11	-0.4	0	-1
Cc1ccc(-c2nc(CN3CCCCC3c3cccc(F)c3)c(C)o2)o1 (centres undefined)	0	-6	5	-5	9	-3	9	-0.2	-4	-15
Cc1ccc(NS(=O)(=O)c2ccc(C(=O)N3CCOCC3)cc2)cc1	0	0	-7	1	-5	0	9	-0.1	2	-3
COc1ccc(-c2n[nH]c3c2CN(C(=O)c2ccc(OC)c(OC)c2)CC3)cc1	1	9	2	-10	0	-1	7	0.4	-1	-4
CC(Oc1ccccc1)c1ccnc2nc(/N=C/N(C)C)nn12 (centres undefined)	0	-6	2	0	6	-2	1	4.2	-32	-54
COC(=O)c1c(C(=O)OC)c(-c2cccc(Cl)c2)n2c1CS(=O)(=O)C2	6	-4	3	7	-4	1	12	-0.4	3	-2
O=C(NC1CCCC1)C1CCC(=O)N1CCc1ccccc1 (centres undefined)	-1	8	-5	-1	3	0	8	0.1	0	-1
CC(C)Nc1cc(N2CCCC2)ccc1[N+](=O)[O-]	5	-14	4	-2	3	-8	2	-0.5	1	4
COc1ccc(C=Nn2c(-c3n[nH]c4c3CCC4)n[nH]c2=S)cc1OCc1ccccc1	-1	nt	1	4	-3	2	nt	-1.3	0	-2
CCOC(=O)C1=C(CSc2nc(C)ccc2C#N)OC(N)=C(C#N)C1c1cccc(OC)c1OC (centres undefined)	10	4	-2	-19	3	-3	4	9.7	-158	-194
COc1ccc(CCNC(=O)CC(Cc2ccccc2)C(=O)O)cc1OC (centres undefined)	0	9	-1	7	3	3	-4	0.1	0	-5
COc1ccc(-c2cc(C(=O)N3CCCc4ccccc43)no2)cc1	6	-2	0	-10	-2	0	-6	-0.1	-1	1
O=C1NC2C3CC(c4ccccc43)C12 (centres undefined)	-4	1	5	15	-3	1	10	-0.4	1	0
Cc1ccc(S(=O)(=O)N(CC(=O)Nc2cccnc2)c2ccc(Br)cc2)cc1	-4	-7	3	-28	2	3	-3	0.0	2	-1
C#CCOCCOCCOCCNc1nc(N2CCN(C(=O)C([C@@H](C)O)n3cc([C@@H](N)CCCCN)nn3)CC2)nc(N2CCN(C(=O)[C@H](CCC(=O)O)n3cc([C@@H](N)[C@H](C)CC)nn3)CC2)n1 (some centres undefined)	4	-3	-1	11	5	15	-5	0.1	-1	3
NC(=O)COC(=O)CNC(=O)c1cc(Cl)cc([N+](=O)[O-])c1	3	17	-2	0	-1	-2	-10	-0.6	2	1
COc1ccc(NC(=O)C2CCN(C(=O)c3ccccc3)CC2)c(OC)c1	-6	2	-2	-5	1	-1	6	-0.2	2	1
CN(C)S(=O)(=O)n1cc(/C=C(\NC(=O)c2ccccc2F)C(=O)N2CCCCC2)c2ccccc21	-6	1	-2	1	-2	24*	-5	0.2	-3	0
Going on with the list.
SMILES	DDE Tn6 FP inh	ARFGAP1 inhibitor	Rev-erbA mod	HGIII-sPLA2 inh	DDE Tn7 FP inh	UHRF1 binding	ASAP1 inh	proKLK7 act	PLC-gamma1 inh	PLC-beta3 inh
C[C@@H]1OC(c2ccccc2)N(C)[C@H]2C[C@H]3c4[nH]c5cccc(-c6ccccc6)c5c4CCN3C[C@@H]12 (some centres undefined)	-4	nt	1	-2	2	-5	nt	0.6	-188	-211
Cc1cccc(NC(=O)CCCCCN2C(=O)c3ccccc3C2=O)n1	6	-1	3	1	6	-1	-8	0.6	0	2
O=C(COC(=O)CN1C(=O)c2ccccc2C1=O)Nc1ccccc1C(F)(F)F	0	3	-4	13	2	7	3	0.1	5	1
C[C@H](CO)N1C[C@H](C)[C@@H](CN(C)C(=O)Nc2ccc3c(c2)OCO3)Oc2ccc(NS(=O)(=O)c3ccc(F)cc3)cc2C1=O	8	0	7	-5	-4	-2	8	1.2	-11	-12
COc1cc(COc2ccc3c(C)c(CC(=O)O)c(=O)oc3c2C)cc(OC)c1OC	-9	3	3	-7	3	-4	-2	-1.8	-29	-41
CCOC(=O)CC(NC(=O)c1ccccc1F)c1ccc(C)cc1 (centres undefined)	4	-5	-1	-3	0	-1	1	0.2	0	-6
O=C(NCCc1ccc(F)cc1)N[C@@H](Cc1ccccc1)C(=O)O	5	5	-6	4	2	0	4	-0.1	1	-7
COc1cc(/C=N/N2C(=O)CSC2=S)cc(Br)c1O	-8	1	3	-2	-6	-13	3	1.1	-159	-252
CCOC(=O)c1nc2sc3c(c2c(=O)n1C(C)C(=O)OCC)CCCC3 (centres undefined)	-3	13	-3	-4	2	0	-13	6.5	-472	i
CC1(C)CC(=O)c2c(Cc3ccccc3)n[nH]c2C1	8	1	-2	0	5	5	-2	-0.7	0	2
O=C(NCc1cccs1)c1ccc2sc([C@@H]3O[C@H](CO)[C@H](O)[C@H](O)[C@H]3O)nc2c1	11	10	-4	3	-12	1	0	0.6	2	2
COc1cc(C(=O)NNC(=O)CN2C(=O)NC(C)(c3ccc(C)cc3)C2=O)cc(OC)c1OC (centres undefined)	-3	3	-4	0	5	-2	-16	0.5	4	-1
CC(=O)c1ccc(NC(=O)Nc2ccc(Br)cc2C)cc1	-13	11	nt	12	-2	1	-2	0.1	3	-1
Cn1nnc(NC(=O)c2ccc(C(C)(C)C)cc2)n1	5	4	-4	0	-5	1	23	-0.7	0	1
CCOC(=O)c1nnn(-c2nonc2-n2cccc2)c1-c1cccc([N+](=O)[O-])c1	-3	6	-4	-8	0	-1	-6	-0.1	3	-7

Screening data deposited in PubChem by several laboratories.
